PMI act satM6P: increases human PMI activity with near-saturating mannose 6-phosphate | coupled PMI enzyme assay, resazurin fluorescence, 20 min; hits give high values; 1 = untreated enzyme, 0 = substrate-free blank | activation factor at 20 µM | 190,000 tested, 0.34% active;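 active = activation factor of 2 or more at 20 µM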
Target sequence (P34949 whole entry, looked up): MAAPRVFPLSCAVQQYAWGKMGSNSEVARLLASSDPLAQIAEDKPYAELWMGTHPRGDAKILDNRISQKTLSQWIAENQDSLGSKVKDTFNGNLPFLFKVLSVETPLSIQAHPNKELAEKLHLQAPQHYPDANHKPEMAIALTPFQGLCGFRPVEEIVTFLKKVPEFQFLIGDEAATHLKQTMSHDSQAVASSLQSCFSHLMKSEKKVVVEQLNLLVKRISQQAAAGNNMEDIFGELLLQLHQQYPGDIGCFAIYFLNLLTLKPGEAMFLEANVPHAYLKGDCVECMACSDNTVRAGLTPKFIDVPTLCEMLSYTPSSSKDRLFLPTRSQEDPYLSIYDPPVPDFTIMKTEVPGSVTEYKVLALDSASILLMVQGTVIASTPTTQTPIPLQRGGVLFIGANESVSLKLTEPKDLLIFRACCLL
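Test system – human PMI in coupled enzyme assay · Timing – 20 min incubation at room temperature · Detection – Diaphorase-driven resazurin-to-resorufin fluorescence, excitation 544, emission 590 nm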
Hsp70 activator: transcriptional activators of Hsp70; HeLa Hsp70 promoter luciferase reporter, luminescence; scaled: vehicle 0, proteasome-inhibitor control 100%; AID 1203; activation, % at 10 µM; 200,000 tested, 0.04% active;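 active = activation above the mean across all tested compounds plus 3 SD, cutoff set per campaign, cut at about 5.5% in these data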;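 also: 100% = MG132 at 30 µM as the positive control and 0% = DMSO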
S1P3 antagonist: S1P3 (human) receptor antagonism; Q99500; CHO S1P3 NFAT-BLA reporter, FRET fluorescence, antagonist mode; inhibition, % at 4.98 µM; 170,000 tested, 0.27% active;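 active = inhibition above the plate cutoff, the mean inhibition of test wells on that plate plus 3 SD, cut at about 28% in these data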;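 also: cells challenged with S1P at its EC80 of 0.8 µM; blue over green emission ratio from cleaved BLA substrate after 4 h stimulation; 0% = S1P-stimulated wells and 100% = unstimulated DMSO-only wells; some compounds past the cut are filed as inactive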
TNAP inh hi DEA: blocks human TNAP under high phosphate acceptor concentration; inhibition, % at 20 µM; 200,000 tested, 0.03% active; P05186; purified TNAP, CDP-star luminescence, 1 M DEA;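 active = over 50% inhibition of tissue-nonspecific alkaline phosphatase at 20 µM in the single-dose screen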;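 also: plate controls were DMSO wells for no effect and EDTA-quenched wells as full inhibition for full effect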
Target sequence (P05186 whole entry, looked up): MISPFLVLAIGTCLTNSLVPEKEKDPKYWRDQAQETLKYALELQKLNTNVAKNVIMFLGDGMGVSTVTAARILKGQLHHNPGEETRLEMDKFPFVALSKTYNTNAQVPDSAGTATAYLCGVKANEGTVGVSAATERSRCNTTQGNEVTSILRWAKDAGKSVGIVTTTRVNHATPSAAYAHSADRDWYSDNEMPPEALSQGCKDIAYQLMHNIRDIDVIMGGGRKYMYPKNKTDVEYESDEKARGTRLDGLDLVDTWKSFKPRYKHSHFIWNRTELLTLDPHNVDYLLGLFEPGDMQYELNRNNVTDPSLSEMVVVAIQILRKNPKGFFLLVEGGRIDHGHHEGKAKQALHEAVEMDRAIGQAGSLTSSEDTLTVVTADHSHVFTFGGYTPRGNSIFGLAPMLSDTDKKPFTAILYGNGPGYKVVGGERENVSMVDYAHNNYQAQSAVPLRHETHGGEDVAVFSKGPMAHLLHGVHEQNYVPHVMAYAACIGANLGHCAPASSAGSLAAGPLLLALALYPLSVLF
RAM inhibit: yeast RAM network inhibition; S. cerevisiae dse1pr::URA3 reporter, 5-FOA growth OD615, 2 d; analog-sensitive cbk1-as2 kinase mutant strain; 190,000 tested, 1.8% active; AID 868; inhibition, % at 50 µM;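 active = inhibition above a set limit, 3 SD over mean compound inhibition, cut at about 8.4% in these data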;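 also: 0% = DMSO-only wells with no growth and 100% = 10 µM 1-NA-PP1 full growth; inhibition rescues growth on 5-FOA so higher OD means more RAM inhibition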
Efa HMGR inh: blocks class II HMG-CoA reductase of Enterococcus faecalis | purified E. faecalis HMGR, NADPH absorbance 340 nm kinetic | inhibition, % at 10 µM | 190,000 tested, 0.41% active;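 active = inhibition above a set limit, the median over all tested compounds plus 3 SD, cut at about 9.5% in these data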;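 also: enzyme runs in reverse so mevalonate oxidation gives rising NADPH absorbance; 0% = complete reaction with DMSO and 100% = background rate lacking mevalonate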
TNAP inh noacc: TNAP (human) inhibition, acceptor-free conditions. P05186. purified TNAP, CDP-star luminescence, 30 min. inhibition, % at 20 µM. 200,000 tested, 0.26% active. AID 1012;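 active = tissue-nonspecific alkaline phosphatase inhibition above about 50% at 20 µM in the single-dose screen, limit read from the data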;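 also: 0% = DMSO negative control and 100% = EDTA positive control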
Lmaj promast: inhibitors of Leishmania major promastigote growth; 200,000 tested, 9% active; inhibition, % at 10 µM; AID 1063; Leishmania major promastigotes, resazurin fluorescence viability; in the data active = inhibition above about 50%;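 also: promastigotes grown with compound for 44 hours at 28 °C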
DTT redox prof: compounds producing H2O2 with reducing agent – biochemical, NIH compound library profiling, artefact control for MLSCN library redox annotation, primary screen; DTT-dependent redox cycling H2O2, phenol red/HRP absorbance; 100% = 100 µM peroxide control, 0% = buffer; AID 878; activation, % at 10 µM; 200,000 tested, 0.03% active;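 active = activation of at least 50% relative to the plate's high and low controls in the primary single-dose screen; inactive = activation below 50%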;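 also: compound incubated with DTT at 0.8 mM final as the reducing agent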
PMI act: increases human mannose-6-phosphate isomerase activity | P34949 | purified human PMI, coupled resazurin fluorescence, 20 min; hits give high values; 1 = vehicle control, 0 substrate-free wells | activation factor at 20 µM | 190,000 tested, 0.005% active | AID 1214;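 active = activation factor of 2 or more at 20 µM, relative to plate controls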
* = called active by the depositor; x = not tested or not shown.

SMILES	PMI act satM6P	Hsp70 activator	S1P3 antagonist	TNAP inh hi DEA	RAM inhibit	Efa HMGR inh	TNAP inh noacc	Lmaj promast	DTT redox prof	PMI act
CCOC(=O)CNC(=O)c1cccs1	1.1	-0.5	x	-2	4.5	0	-9	-4	2.2	1
Cc1ccc2nc(-c3ccc(NC(=O)c4ccco4)cc3)[nH]c2c1	0.9	-0.2	39	4	2.9	-2	-4	21	-0.3	0.9
O=C(NC1CCCc2ccccc21)C12CC3CC(CC(O)(C3)C1)C2 (centres undefined)	0.9	0.1	-12	0	0.0	-11	-6	-3	-0.2	1
COc1ccc(CN2CC(C(=O)NCCCN3CCN(C)CC3)CC2=O)cc1 (centres undefined)	1	-0.1	x	-2	2.2	2	-9	-5	0.1	1
CCOc1ccc(C2c3[nH]c4ccccc4c3CCN2C(=O)Cn2cncn2)cc1 (centres undefined)	1	0.1	12	-8	0.6	-2	-22	10	0.1	0.8
Cc1ccc(NC(=O)CC2S/C(=N/c3nccs3)N(C)C2=O)c(C)c1 (centres undefined)	1	0.3	x	-4	2.2	0	-9	1	-0.1	1
COc1ccc(CNC(=O)CSc2nc(-c3ccccc3)cc(-c3cccs3)c2C#N)cc1	1.1	0.1	x	-6	0.2	-3	12	0	0.2	1.2
COc1ccccc1N(C(=O)c1ccncc1)c1nc(-c2ccc([N+](=O)[O-])cc2)cs1	0.9	-0.2	-3	1	1.9	2	5	99*	0.2	0.9
COc1ccc(/C=C/C(=O)NC2CCCCCC2)cc1S(=O)(=O)N1CCOCC1	1	0.0	-14	2	0.3	-5	-8	98*	0.4	1
N#Cc1c(C(F)(F)F)cc(-c2ccc(F)cc2)nc1SCC(=O)O	1	-0.4	6	-10	1.6	2	-14	-5	0.0	1
O=C(NC(=S)NCCC1=CCCCC1)c1ccco1	1	-0.3	-6	0	-0.1	-6	-8	10	0.5	0.9
CC1=CC(C)(C)N2C(=O)C3(C(C#N)=C(N)OC4=C3C(=O)CCC4)c3c(C)c(C)cc1c32 (centres undefined)	1	-0.3	-52	-2	5.3	0	-6	14	0.4	1
CC(=O)c1cccc(Nc2cc(C)nc3c(C)cc(C)cc23)c1	1	0.1	-5	-5	0.7	-3	-8	100*	0.3	1.1
Cc1nc(SCC(=O)OCc2ccccc2)c2c(=O)n(C)c(=O)n(C)c2n1	1	x	-4	3	-0.1	0	11	-5	-2.2	1
Cc1ccc(NC(=O)CNc2ccccc2CN(C)C2CCCCC2)cc1	1.1	-0.1	1	0	1.2	-5	-22	60*	-2.2	1
COc1ccccc1-c1nc(C#N)c(N2CCN(c3cccc(Cl)c3)CC2)o1	0.9	0.0	-6	-5	3.2	4	16	1	-0.2	0.9
Cc1cccc(Cn2cnc3c(nnn3Cc3ccc(F)cc3)c2=O)c1	1	-0.2	29	-7	1.3	-10	-10	1	-0.8	0.9
CC(C)Cn1c(-c2ccncc2)n[nH]c1=S	1.1	-0.1	-5	-2	0.8	3	-2	-3	-0.6	1.1
CC12CCC(C(=O)Nc3ccccc3-n3cccc3)(CC1=O)C2(C)C (centres undefined)	1	-0.2	-5	6	0.4	-3	-3	0	0.6	0.9
CCOC(=O)c1[nH]c2ccccc2c1NC(=O)Nc1ccc(OC)cc1	0.9	-0.2	x	-4	0.0	1	-12	0	1.4	0.9
O=C(CSc1nnc(-c2ccncc2)n1Cc1ccco1)c1ccc(Cl)cc1	1.4	-0.3	2	3	1.6	-4	-2	30	-0.2	1.1
Cc1[nH]nc(NCCO)c1[N+](=O)[O-]	1	-0.1	-4	2	1.0	-1	-5	-6	-0.1	1
C=CCc1cccc2cc(C(=O)Nc3ccc(F)cc3)c(=O)oc12	1.1	-0.4	1	-1	0.9	1	-14	23	0.0	1
COc1ccccc1N1CCN(Cc2nc(N)nc(Nc3ccc(C)c(Cl)c3)n2)CC1	0.9	-0.3	-10	-5	0.3	-5	-5	12	3.0	0.9
O=S(=O)(c1ccc(F)cc1)c1nc(-c2ccc(F)cc2)oc1NCCN1CCOCC1	1.2	-0.4	-2	-5	-1.6	-9	4	0	-3.0	1.2
CCOC(=O)c1sc2nc(CSc3ccccc3)nc(N3CCCN(C)CC3)c2c1C	1	-0.1	-14	-1	-0.1	-2	-6	100*	0.8	0.9
CC(C)CC(OC(=O)c1cccs1)C(=O)NCc1ccco1 (centres undefined)	1.1	-0.3	-38	-7	0.4	-1	-2	-2	2.4	1
COC(=O)Nc1ccc(S(=O)(=O)N2c3ccccc3CCC2C)cc1 (centres undefined)	0.9	0.0	17	-1	1.0	-2	-6	100*	0.0	0.9
O=C(NNC(=O)c1ccccc1Br)c1ccc(Cl)cc1	1	0.1	x	2	1.9	-5	-8	2	-3.6	1.1
O=C(c1ccc(CSCc2ccccc2F)o1)N1CCN(c2ccc(N3CCOCC3)nn2)CC1	0.8	-0.4	12	-2	0.0	3	-10	-4	0.3	0.8
CCOC(=O)CSC1=C(C#N)C(c2ccc3c(c2)OCO3)CC(=O)N1 (centres undefined)	1.2	0.1	x	-3	-0.3	-3	-10	73*	0.1	0.9
Cn1ccnc1SCc1nc2c(cnn2-c2ccccc2)c(=O)[nH]1	1	-0.3	4	0	1.5	-12	-16	0	0.1	1
CC(C)N(C#N)c1nc(N2CCOCC2)nc(N2CCOCC2)n1	1	-0.1	24	-6	0.7	-3	-11	-2	-0.1	1.1
COc1ccc(C=C(c2ccc(OC)cc2)c2ccc(OC)cc2)cc1	0.9	0.2	x	-10	8.5*	-5	-13	-1	0.8	0.9
CC(=O)Nc1cccc(NC(=S)Nc2ccc(F)cc2F)c1	0.4	-0.3	-1	0	0.4	-4	-3	1	3.6	0.8
Cc1ccccc1OCC(=O)O/N=C(\N)Cc1cccs1	1	0.1	x	2	-0.5	-6	-4	-5	-4.1	1
CCc1ccc(CCC(=O)Nc2sc(C)c(C)c2C(=O)OC)o1	0.9	-0.1	x	1	0.6	0	-3	8	-1.4	0.9
Cc1ccc(S(=O)(=O)N2CCCN(S(=O)(=O)c3ccc(C)c(C)c3)CC2)cc1C	0.8	0.9	x	0	8.0	1	4	-3	0.4	0.9
O=C(c1ccc2ccccc2c1)c1c[nH]cc1-c1ccccc1	0.9	0.7	x	-3	2.1	-5	-11	2	1.2	0.9
COc1ccc(OCC(=O)N2CCN(C(=O)c3cccc4ccccc34)CC2)cc1	0.9	-0.2	x	-7	0.2	-1	-13	-5	0.5	0.9
Cc1cc(Nc2cccc([N+](=O)[O-])c2)c2ccccc2n1	1	-0.4	-6	1	0.4	-15	0	45	-0.3	1
CS/C(=N/S(=O)(=O)c1ccc(C)cc1)c1ccccc1	1.3	-0.2	10	-2	-0.4	-6	-7	42	0.1	1.2
Nn1c(COc2cccc(Br)c2)nnc1SCC(=O)N1CCc2ccccc2C1	0.9	-0.4	x	-10	1.8	-10	-17	-3	-1.3	1
C=CCNS(=O)(=O)c1cc(S(=O)(=O)NCC=C)c(OC)cc1OC	1.1	-0.2	-15	-5	1.5	2	-10	1	-2.3	1.1
COc1ccc(S(=O)(=O)N2CCCCC2)cc1C(C)C	0.9	-0.4	22	-4	10*	-4	-8	30	2.0	0.9
CCOC(=O)CSC(CC)C(=O)Nc1nnc(CC)s1 (centres undefined)	1	0.0	-20	-1	0.2	1	-1	-3	-1.3	1
O=C(NCc1ccccc1Cl)C1CCN(S(=O)(=O)N2CCCCCC2)CC1	1	-0.1	-8	-7	3.4	0	-3	1	0.1	1.1
CC1CCC(NC(=O)Cn2ncc3ccccc32)CC1 (centres undefined)	0.9	-0.3	-12	-3	2.6	0	-17	-9	-0.2	0.9
O=C(NC1=NCCS1)c1cc(-c2cccc(Br)c2)nc2ccccc12	0.8	-0.5	5	0	2.2	-4	-3	9	-0.6	0.8
O=C(NN1CCN(Cc2ccccc2)CC1)c1ccc(N2CCOCC2)c([N+](=O)[O-])c1	1.1	-0.4	-11	1	3.2	-3	-3	14	-0.2	1.1
CC(C)Sc1oc(-c2ccco2)nc1S(=O)(=O)c1ccccc1	0.9	-0.4	x	-4	1.6	-2	-12	7	0.7	1
COc1cc(C(=O)NCCCNc2nc3c(C)cc(C)cc3cc2C#N)cc(OC)c1OC	0.7	-0.3	1	-4	3.0	-10	-33	17	-0.7	1
Nc1nnc(-c2cc3ccccc3oc2=O)s1	0.9	0.1	15	0	0.9	-1	-6	14	1.3	0.9
Cc1cc(C)n(CC(=O)c2ccc(Cl)cc2)n1	1	-0.2	-14	-3	1.9	-3	-9	0	-2.2	1.2
Cc1ccc(/C=C2/Sc3ccccc3N(CC(=O)NCCCOC(C)C)C2=O)cc1	1	-0.4	0	0	13*	0	-14	8	-0.4	0.8
COc1ccccc1N1CCN(C(=O)Cn2nnc(-c3cccs3)n2)CC1	1	-0.2	-13	0	3.9	-4	-6	-7	-2.8	1.1
Cc1ccc(OCCOc2ccc(Cl)cc2Cl)c([N+](=O)[O-])n1	1	0.1	-2	-2	7.3	-4	-15	37	-0.4	0.9
CSC1=NCCN1C(=O)c1c(F)cccc1F	1.1	-0.3	8	-4	0.7	-4	-14	11	2.2	1
Cc1cc(NC(=O)C2C3C(=O)N(c4cccnc4)C(C(=O)NC(C)(C)C)C34C=CC2(C)O4)no1 (centres undefined)	1	0.0	-12	-7	2.5	-3	-7	-5	-1.1	1
CC(=O)c1ccc(NS(=O)(=O)c2ccc(C(C)(C)C)cc2)cc1	0.9	-0.1	-2	-8	-0.2	-1	-7	41	-1.1	0.8
(cont.)
SMILES	PMI act satM6P	Hsp70 activator	S1P3 antagonist	TNAP inh hi DEA	RAM inhibit	Efa HMGR inh	TNAP inh noacc	Lmaj promast	DTT redox prof	PMI act
COc1ccc(S(=O)(=O)N(C)CC(=O)NC2CC2)cc1	1	0.3	-59	-2	1.1	-1	-7	-5	2.4	0.9
COc1ccc(N/C(=N\c2nc(C)cc(C)n2)NC(=O)C(C)C)cc1OC	1	-0.3	x	-10	1.4	-8	-10	8	-0.8	1.1
COc1cccc(-c2nc(Cc3ccc(OC)c(OC)c3)no2)c1	0.8	-0.1	-3	-12	4.5	0	-4	9	-0.5	0.9
CCOc1ncccc1C(=O)OCc1c(Cl)cccc1Cl	1	-0.2	-9	-2	3.4	1	-11	-1	-0.1	1
Cc1nn2c(N3CCN(C4CCCC4)CC3)cc(C(C)(C)C)nc2c1-c1ccccc1	1	-0.3	x	-7	0.8	-1	0	13	-0.3	1
CN(C)Cc1cnc2ccc(Cl)cn12	1	-0.2	x	-7	1.4	-2	-6	0	-12	0.9

Structures listed so far that bear a hit mark in RAM inhibit:
Compound	PMI act satM6P	Hsp70 activator	S1P3 antagonist	TNAP inh hi DEA	RAM inhibit	Efa HMGR inh	TNAP inh noacc	DTT redox prof	PMI act
COc1ccc(C=C(c2ccc(OC)cc2)c2ccc(OC)cc2)cc1	0.9	0.2	x	-10	8.5*	-5	-13	0.8	0.9
COc1ccc(S(=O)(=O)N2CCCCC2)cc1C(C)C	0.9	-0.4	22	-4	10*	-4	-8	2.0	0.9
Cc1ccc(/C=C2/Sc3ccccc3N(CC(=O)NCCCOC(C)C)C2=O)cc1	1	-0.4	0	0	13*	0	-14	-0.4	0.8
